# Assay outcomes: PubChem, several laboratories
# S1P2 agonist: agonists of human S1P2 receptor. O95136. S1P2-expressing cell line, agonist reporter read-out. hit rate 0.46% among 97,000. activation, % at 4.5 µM; in the data active = activation above about 16%;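 note: 0% = vehicle low control and 100% = maximal reference agonist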
# Target sequence (O95136 whole entry, looked up): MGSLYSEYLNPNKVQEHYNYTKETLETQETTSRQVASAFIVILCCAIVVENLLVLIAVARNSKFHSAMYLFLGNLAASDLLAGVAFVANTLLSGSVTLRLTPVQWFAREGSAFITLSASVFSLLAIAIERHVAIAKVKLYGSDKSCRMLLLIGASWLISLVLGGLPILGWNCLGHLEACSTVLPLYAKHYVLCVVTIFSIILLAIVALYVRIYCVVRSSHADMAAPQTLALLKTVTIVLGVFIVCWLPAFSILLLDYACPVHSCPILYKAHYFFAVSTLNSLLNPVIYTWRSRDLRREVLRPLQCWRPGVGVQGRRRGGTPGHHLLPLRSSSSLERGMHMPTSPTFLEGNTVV
# DAT uptake mod: human DAT dopamine uptake with cocaine, either direction; AID 449768; B-score at 10 µM; hit rate 1.3% among 110,000; Q01959; LLC-PK1 hDAT cells, [14C]-dopamine uptake with cocaine IC80; actives deviate in either direction;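 active = Z score or B-score, a plate-position-corrected score, falls beyond the plate's 99.7% confidence bounds, in either direction; inactive = both scores lie inside the 99.7% bounds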;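 note: scored against the spread of the other compound wells on the same plate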
# Target sequence (Q01959 whole entry, looked up): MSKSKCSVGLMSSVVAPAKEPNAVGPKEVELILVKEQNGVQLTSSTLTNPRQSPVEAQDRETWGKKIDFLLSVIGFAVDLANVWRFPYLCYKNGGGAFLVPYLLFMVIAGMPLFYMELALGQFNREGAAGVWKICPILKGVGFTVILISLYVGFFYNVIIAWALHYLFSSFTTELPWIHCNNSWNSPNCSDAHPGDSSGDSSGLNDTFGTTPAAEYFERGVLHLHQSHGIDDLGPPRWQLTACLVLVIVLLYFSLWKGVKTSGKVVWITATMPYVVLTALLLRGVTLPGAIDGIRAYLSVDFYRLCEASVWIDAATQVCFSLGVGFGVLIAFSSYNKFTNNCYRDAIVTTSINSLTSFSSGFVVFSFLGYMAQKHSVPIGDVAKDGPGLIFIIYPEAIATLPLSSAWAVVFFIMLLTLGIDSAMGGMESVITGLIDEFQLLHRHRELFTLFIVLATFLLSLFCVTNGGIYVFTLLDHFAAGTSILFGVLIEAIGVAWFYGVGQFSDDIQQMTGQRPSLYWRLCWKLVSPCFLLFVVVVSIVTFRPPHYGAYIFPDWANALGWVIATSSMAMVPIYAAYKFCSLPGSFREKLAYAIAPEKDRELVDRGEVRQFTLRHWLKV
# PostGolgi ctrl: growth of the yeast control strain, post-Golgi counter-screen; efflux-deficient yeast background strain, growth absorbance A615, 16 h; hit rate 5% among 98,000; inhibition, % at 10 µM
# HUVEC inhibit: inhibitors of human endothelial cell proliferation. hit rate 1.1% among 86,000. HUVEC proliferation, CellTiter-Glo luminescence, 72 h; hits give low values. AID 648. viability, % at 10 µM (by protocol);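 active = viability at or below 30%; inactive = viability above 30%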;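 note: 100% = median luminescence of DMSO-only cell control wells on each plate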
# Ecoli WT expand: growth inhibitors of E. coli BW25113 wild type. OD600 absorbance. growth inhibition, % at 100 µM. hit rate 0.15% among 98,000. AID 710;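 active = growth inhibition above about 50% at one test dose, limit read from the data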;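 note: growth measured after 20 h incubation at 37 °C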
# H69AR growth 86K: blocks growth of human H69AR lung tumor cells; H69AR lung tumor viability, ATP luminescence, 72 h; hits give low values; viability, % at 10 µM; hit rate 6% among 85,000; AID 598;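 active = viability at or below 40%; inactive = viability above 40%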;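 note: multidrug resistant small cell line overexpressing MRP-1 efflux transporter; 100% = mean luminescence of untreated control wells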
# Fibroblast inh: blocks proliferation of human lung fibroblasts; LL 47 human lung fibroblast viability, ATP luminescence; hits give low values; hit rate 1.1% among 85,000; viability, % at 10 µM;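 active = viability at or below 50% in the single dose screen; inactive = viability above 50%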;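 note: compound exposure lasted 72 h before the ATP readout; 100% = median luminescence of untreated cell-only wells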
#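 Material: Human LL 47 lung fibroblast cells | Input: 1,150 cells/well | Buffer or medium: IMEM plus 15% FBS | Compound dosing: 0.1% DMSO in all compound wells | Times: Overnight cell rest, 72 h compound treatment at 37 °C | Signal: CellTiter-Glo luminescence measuring cellular ATP | Measure: % viability versus median cells-only luminescence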
# PostGolgi yeast: growth inhibition of a yeast mutant, post-Golgi transport screen. hit rate 0.9% among 98,000. AID 739. post-Golgi transport phenotypic cell assay. inhibition, % at 10 µM;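 note: yeast cells grown in 1536-well plates; yeast grown about 18 h at 30C before absorbance read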
# S1P2 antag: antagonists of human S1P2 receptor; O95136; cell-based S1P2 antagonist assay, inhibition at 5 uM; inhibition, % at 5 µM; hit rate 0.21% among 97,000; AID 736; in the data active = inhibition above about 45%;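 note: CRE beta-lactamase reporter cells expressing human S1P2 stimulated with S1P; 0% = agonist at EC80 alone and 100% = agonist plus reference antagonist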
# * marks the source's active call; other numbers are inactive results; x = not tested or not shown; & = joins results of further samples. Cut-off read from the data, not from the text of the source, unless noted: active = inhibition above about 30%; inactive = the rest.
Compound	S1P2 agonist	DAT uptake mod	PostGolgi ctrl	HUVEC inhibit	Ecoli WT expand	H69AR growth 86K	Fibroblast inh	PostGolgi yeast	S1P2 antag
Cc1ccc(S(=O)(=O)N/N=C2/CC(c3ccccc3)Oc3ccccc32)cc1 (configuration not stated)	-8	-0.024	33*	90	-7	100	98	10	10
CC(C(=O)N/N=C/c1ccc(N(C)C)c(Br)c1)N(c1ccccc1)S(C)(=O)=O (configuration not stated)	1	0.26	3	x	2	x	x	-16	-24
Cc1ccc(C)c(N2C(=O)CC(N3CCN(Cc4ccc5c(c4)OCO5)CC3)C2=O)c1 (configuration not stated)	-5	-0.59	21	106	0	87	103	-8	-1
CCOC(=O)N(C)OC(=O)Nc1ccc(Cl)c(Cl)c1	-3	0.62	-2	78	10	94	x	-5	19
Nc1nc2n(n1)C(c1cccc(Br)c1)CC(c1ccc(F)cc1)N2 (configuration not stated)	-3	-0.38	11	95	2	94	95	-5	10
Cc1cc(C)c(OCCCCn2cnc3ccccc3c2=O)c(C)c1	-4	0.82	13	x	-8	x	x	-2	-16
Cc1ccc(-c2nc3ccccc3c(=O)n2CCN2CCOCC2)cc1	-7	0.81	5	90	-1	67	94	4	-8
CCCNCc1cc(OC)c(OCCC)cc1Cl	-1	-0.48	x	83	x	88	87	x	5
Cc1noc(C)c1C(=O)N1CC(C)OC(C)C1 (configuration not stated)	0	-0.06	-1	92	-5	96	90	-4	8
O=C(O)CC1CCS(=O)(=O)C1 (configuration not stated)	-2	-0.27	7	103	-5	100	100	0	-13
COc1ccccc1CN(Cc1nc2ccccc2c(=O)[nH]1)C(=O)Nc1cccc(C)c1	-3	1.4	20	82	-8	84	95	-2	11
CO/N=C/c1ccc(N2CCN(C(=O)c3ccc(F)cc3)CC2)c([N+](=O)[O-])c1	-8	0.71	-6	x	-8	x	x	-5	8
COc1ccc(-c2noc(-c3ccc(C)cc3)n2)cc1	-5	0.033	3	103	-15	91	96	4	-9
O=C(O)c1ccccc1OCCOc1ccccc1C(=O)O	-3	0.24	44*	88	8	102	99	-8	-6
Cn1c(=O)c2c(nc(N3CCNCC3)n2Cc2cccc3ccccc23)n(C)c1=O	-4	-0.017	8	84	4	58	82	-4	-20
O=C(C1CCN(S(=O)(=O)c2ccc(Cl)cc2)CC1)N1CCOCC1	-6	-0.67	-2	108	-3	94	102	9	-26
O=C(c1ccc(N2C(=O)CCC2=O)cc1)N1CCN(c2ccccc2)CC1	-5	0.025	-2	107	-2	84	105	-4	21
COc1ccc(NC(=O)CCN2CCN(S(=O)(=O)c3cc(Cl)ccc3OC)CC2)cc1	-4	-0.18	6	81	3	107	92	4	0
O=C(O)CCN1Cc2ccccc2C1=O	-6	0.16	5	92	3	101	97	4	28
NC(=O)c1ncc(C(F)(F)F)cc1Oc1ccc(C(F)(F)F)cc1	-6	0.12	5	97	-4	110	106	23	-8

# Overlap with the part before: three compounds, followed by the next part.
Compound	S1P2 agonist	DAT uptake mod	PostGolgi ctrl	HUVEC inhibit	Ecoli WT expand	H69AR growth 86K	Fibroblast inh	PostGolgi yeast	S1P2 antag
COc1ccc(NC(=O)CCN2CCN(S(=O)(=O)c3cc(Cl)ccc3OC)CC2)cc1	-4	-0.18	6	81	3	107	92	4	0
O=C(O)CCN1Cc2ccccc2C1=O	-6	0.16	5	92	3	101	97	4	28
NC(=O)c1ncc(C(F)(F)F)cc1Oc1ccc(C(F)(F)F)cc1	-6	0.12	5	97	-4	110	106	23	-8
Cc1nn(C)cc1/C=N/NC(=O)c1ccc2c(c1)OCO2	-10	0.86	15	x	1	x	x	4	-9
Cc1nn(C)cc1/C=N/O	0	-0.32	4	98	0	98	117	2	-15
CCOc1cc(CN2CCN(c3cccc(C(F)(F)F)c3)CC2)ccc1OC	-5	-0.011	20	106	11	98	100	6	-13
CN1CCCCc2c1nc1ccccc1c2N (tested in a mixture with another compound)	-3	-0.58	6	95	-4	75	97	-1	11
CCCNC(=O)c1nc2ncc(Br)cn2n1	-3	-0.12	8	96	5	86	103	21	-7
Clc1ccc(C2=C3CCCCn4c(-c5ccccc5)c[n+](c43)C2)cc1	-5	-0.0032	8	18*	-3	36*	42*	2	12
O=C(Nc1ccc2nc(-c3cccs3)c(-c3cccs3)nc2c1)NC1CC1	2	0.3	15	63	-20	50	90	-4	-26
CCN(CC)C(=O)CSc1nc(-c2cccs2)cc(-c2cccs2)c1C#N	-5	1.3	x	79	x	65	95	x	-11
COc1ccc(-n2cnnc2SCC(=O)Nc2nc(C)c(Cl)cc2Cl)cc1	-2	1.9	5	100	5	93	105	-7	-6
CC(=O)Nc1cccc(Cl)c1C(=O)O	x	-0.65	2	105	3	97	99	4	x
CCOC(=O)C1CCN(C(=O)C2CCN(S(=O)(=O)CC)CC2)CC1	-3	-0.64	13	93	2	97	103	-6	-1
COc1ccc(CN2CCNC(=O)C2CC(=O)O)c(OC)c1 (configuration not stated)	-7	-0.17	7	93	2	99	98	-11	1
O=C(/C=C/Nc1ccc(F)cc1)c1ccc(Oc2ncccn2)cc1	-3	x	2	x	-10	x	x	20	2
O=c1oc2ccccc2c2c1C(c1ccc(Cl)cc1)Nc1ccc3ccccc3c1-2 (configuration not stated)	2	0.49	15	x	-16	x	x	0	-8
CCOC(=O)c1c(-c2ccc(-c3ccccc3)cc2)csc1NC(=O)C1C2CCC(O2)C1C(=O)O (configuration not stated)	-5	0.37	25	x	10	x	x	1	-12
CC(=O)SC(C)CC(=O)Nc1ccccc1 (configuration not stated)	x	-0.94	1	84	3	100	98	8	x
O=C(CN1CCN(C(c2ccccc2)c2ccccc2)CC1)NC(=O)NCc1ccco1	-4	0.096	36*	x	-10	x	x	5	7
O=C(Cc1cccs1)Nc1ccccc1NC(=O)Cc1cccs1	x	-0.21	-1	105	8	95	90	2	x
Cc1ccc(C(C)C)c(OCCN2C(=O)NC(C)(C)C2=O)c1	1	0.018	7	98	1	98	106	11	-9
Cc1cc2oc3c(c(=O)c2cc1C)C(c1ccc(F)cc1)N(CCCN1CCOCC1)C3=O (configuration not stated)	x	1.3	1	106	8	96	100	-7	x
CCCOC(=O)C1=C(C)NC2=C(C(=O)CC(C)(C)C2)C1c1ccc(N(C)C)cc1 (configuration not stated)	-10	-0.095	7	98	-1	87	92	2	-8
Cc1cccc(N2CCN(C(=O)C3CCN(S(=O)(=O)c4cccc5nsnc45)CC3)CC2C)c1 (configuration not stated)	-3	-0.97&-1	12	67	-4	63	102	22	43
CC(C)COC(=O)n1c(=O)oc2cc(S(=O)(=O)N3CCCCC3)ccc21	-5	-0.77	17	101	8	81	96	-6	1
O=C(CN1CCN(c2ccccn2)CC1)NCCc1ccccc1	-10	0.04	0	103	13	95	99	-3	16
CCc1nnc(NC(=O)CSc2nnc(CSc3nc(C)cc(C)n3)o2)s1	-3	0.94	x	94	x	92	90	x	19
COc1cc(/C=C2\S/C(=N/S(=O)(=O)c3ccc(C)cc3)NC2=O)c([N+](=O)[O-])cc1OC	2	0.32	x	83	x	92	93	x	-37
COc1cc(OC)cc(C(=O)NC(=S)NCCc2ccccc2)c1	-4	-0.096	9	x	-13	x	x	19	-17
COc1ccc(C)cc1NC(=O)CN1CCN(S(=O)(=O)c2ccc(F)cc2)CC1	-5	-0.16	31*	101	-2	69	104	2	-3
COC(=O)c1sc(S(=O)(=O)Nc2ccc3cn[nH]c3c2)c(C(=O)OC)c1C	-4	-0.86	28	102	3	82	102	-4	-2
O=C(CCCN1C(=O)CCC1=O)Nc1cccc(C(F)(F)F)c1	-5	-0.27	0	99	4	73	106	1	-9
COc1ccccc1NC(=O)N1CCCC1C(=O)Nc1nnc(C(C)C)s1 (configuration not stated)	-7	0.84	0	86	-3	97	106	7	-3
CCc1ccc(CCC(=O)Nc2nnc(CC)s2)o1	x	-0.98	4	87	1	96	110	6	x
CC(C)N(C)C1CCN(C(=O)Nc2ccc(Cl)c(Cl)c2)CC1	x	-0.43	3	95	0	92	98	-4	x
CCC(C)NS(=O)(=O)c1ccc(NS(=O)(=O)c2ccc(F)cc2)cc1 (configuration not stated)	-5	0.09	5	104	14	89	92	-4	9
Cc1ccccc1C(=O)/C=C1/c2ccccc2CC(C)(C)N1C	-4	-0.21	4	x	13	x	x	12	5
O=C(NNC1=C(C(=O)C(F)(F)F)CCC1)c1ccc(Br)cc1	-3	-0.78	-1	31	19	54	68	2	9
N#CC1=C(N)C(C#N)(C#N)C(c2ccncc2)C2CN(C(=O)OCc3ccccc3)CC=C12 (configuration not stated)	-3	1.9	x	67	x	7.7*	80	x	-2
C=CCN1C(=O)c2oc3ccccc3c(=O)c2C1c1ccc(O)c(OC)c1 (configuration not stated)	-2	x	1	112	-13	100	95	-12	-26
CCC(Sc1nc2ccccc2c(=O)n1CC1CCCO1)C(=O)NCc1cccnc1 (configuration not stated)	-4	0.34	3	97	-7	90	87	-2	-8
Cc1ccccc1-n1c(=O)cc(N2CC(C)OC(C)C2)[nH]c1=O (configuration not stated)	-4	-0.15	2	106	2	91	101	-2	1
Cc1ccc(C2=NCCNC2=O)c(C)c1	-5	0.015	4	x	2	x	x	-8	-4
O=C(NCCO)c1ccc(-c2nnc(N3CCOCC3)c3ccccc23)cc1	5	0.23	7	92	-13	93	94	-5	-6
COCCn1c(SCC(=O)Nc2sccc2C(N)=O)nc2cc(Cl)ccc2c1=O	2	0.025	9	57	-1	61	74	-1	-15
CCN(CC)Cc1c(O)ccc2c(=O)c(Oc3ccccc3OC)coc12	1	-0.35	-1	x	-6	x	x	10	14
CC(C)(C)NC(=O)NC(=O)Cn1cc(C(F)(F)F)ccc1=O	0	0.0046	-4	109	4	102	99	-7	7
O=C(c1ccc(-n2cccc2)cc1)N1CCN(Cc2ccccc2)CC1	-7	1.6	1	x	11	x	x	-10	15
CCOC(=O)c1cc2c(ccn2C)n1CC(=O)N1CCN(c2ccccc2OC)CC1	-4	0.21	-1	85	8	96	89	32*	8
COc1cccc(C2CC(c3ccccc3OC)n3ncnc3N2)c1 (configuration not stated)	-3	0.06	1	91	6	31*	91	-1	14
CCCCNC(=O)CSc1nnc(Cc2ccccc2)n1CC	-4	1	x	90	x	103	93	x	-19
CCOC(=O)N1CCC(NC(=O)CCc2cn(C)c3ccccc23)CC1	-4	1.6	3	x	-3	x	x	-2	7
CC1(C)C(=O)C2(CCCC2)C(=O)OC1c1ccco1 (configuration not stated)	-1	-0.14	-3	92	3	92	97	4	-14
CCCn1cnc2c(c1=O)c1nc3ccccc3nc1n2Cc1ccccc1OC	-4	0.44	16	x	-2	x	x	18	17
COc1ccc(-c2nnc(SCc3ccccc3)n2N)cc1	-6	0.31	10	95	0	x	101	13	-18
Cc1ccc(S(=O)(=O)Cn2nnnc2C(c2ccc(F)cc2)N2CCC(C(N)=O)CC2)cc1 (configuration not stated)	-7	-0.72	2	107	0	66	112	-5	8
CC1(C)Cc2noc(N)c2C(C)(C)N1OC(=O)c1ccccc1	-5	-0.22	8	93	-1	94	90	7	17
COc1ccc(C(c2sc3nc(C)nn3c2O)N2CCCCC2)cc1 (configuration not stated)	2	0.29	5	100	4	94	100	5	14

# Laid out differently: entries from further up.
# Values in the order: S1P2 agonist | DAT uptake mod | PostGolgi ctrl | HUVEC inhibit | Ecoli WT expand | H69AR growth 86K | Fibroblast inh | PostGolgi yeast | S1P2 antag
> Cc1ccc(C2=NCCNC2=O)c(C)c1
  -5 | 0.015 | 4 | x | 2 | x | x | -8 | -4
> O=C(NCCO)c1ccc(-c2nnc(N3CCOCC3)c3ccccc23)cc1
  5 | 0.23 | 7 | 92 | -13 | 93 | 94 | -5 | -6
